GRIN3A LBD mod – binders of NR3A ligand-binding domain, primary screen, biophysical, differential scanning fluorimetry, uHTS | Tm shift relative to glycine control, % at 25 µM | 340,000 tested, 2.5% active | NR3A LBD differential scanning fluorimetry, Tm shift; 0% = protein alone, 100% = glycine-bound protein;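 active = melting temperature shift of at least 10% of the positive control shift, at one fixed dose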
APOBEC3G inh – APOBEC3G DNA deaminase inhibitors, primary screen, biochemical, fluorescence, single-stranded DNA substrate, uHTS; 330,000 tested, 0.28% active; DNA dC->dU-editing enzyme APOBEC-3G (Homo sapiens), Q9HC16; inhibition, % at 20 µM; recombinant A3G, ssDNA deamination FAM/TAMRA fluorescence;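 active = inhibition of at least 40% at 20 µM, with no more than 30% in the related APOBEC3A deaminase screen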;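 note: plate controls were DMSO wells with A3G for no effect and wells lacking A3G enzyme for full effect; some compounds called inactive have numbers as strong as hits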
Target sequence (Q9HC16 whole entry, looked up): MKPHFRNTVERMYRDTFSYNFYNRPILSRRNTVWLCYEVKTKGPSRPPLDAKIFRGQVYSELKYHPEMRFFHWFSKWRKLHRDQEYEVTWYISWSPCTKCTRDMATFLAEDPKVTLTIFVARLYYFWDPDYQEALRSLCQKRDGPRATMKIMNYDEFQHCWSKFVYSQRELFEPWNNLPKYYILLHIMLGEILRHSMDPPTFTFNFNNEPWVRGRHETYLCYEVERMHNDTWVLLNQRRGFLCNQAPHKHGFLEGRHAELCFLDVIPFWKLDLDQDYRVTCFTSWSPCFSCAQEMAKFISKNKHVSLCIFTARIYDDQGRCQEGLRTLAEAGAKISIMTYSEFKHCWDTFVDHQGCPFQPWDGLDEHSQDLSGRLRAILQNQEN
CCR6 antagonist – CCR6 receptor antagonists, primary screen, cell-based, CHO-K1, luminescence, beta-arrestin, uHTS | C-C chemokine receptor type 6 (Homo sapiens), P51684 | 340,000 tested, 0.49% active | CHO-K1 CCR6 PathHunter beta-arrestin, CCL20-stimulated | AID 493098, 2011 | inhibition, % at 20 µM;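 active = compounds whose inhibition of the agonist-driven luminescence signal at 20 µM reaches about 50%, limit read from the data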;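 note: cells stimulated with CCL20 at 14 nM final; plate controls were DMSO with CCL20 for no effect and DMSO without agonist for full effect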
EBI2 block – EBI2 receptor antagonists, beta-arrestin recruitment, primary screen, cell-based, luminescence, 7a,25-OHC stimulation, uHTS | G-protein coupled receptor 183 (Homo sapiens), P32249 | 7a,25-OHC stimulated | inhibition, % at 5 µM | 360,000 tested, 0.81% active | AID 651636, 2012; in the data active = inhibition above about 38%;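 note: enzyme fragment complementation signal reports receptor beta-arrestin coupling in cells; 0% = agonist plus DMSO wells and 100% = wells without agonist; some results beyond the cut were filed as inactive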
Target sequence (P32249 whole entry, looked up, the tested form may be a part): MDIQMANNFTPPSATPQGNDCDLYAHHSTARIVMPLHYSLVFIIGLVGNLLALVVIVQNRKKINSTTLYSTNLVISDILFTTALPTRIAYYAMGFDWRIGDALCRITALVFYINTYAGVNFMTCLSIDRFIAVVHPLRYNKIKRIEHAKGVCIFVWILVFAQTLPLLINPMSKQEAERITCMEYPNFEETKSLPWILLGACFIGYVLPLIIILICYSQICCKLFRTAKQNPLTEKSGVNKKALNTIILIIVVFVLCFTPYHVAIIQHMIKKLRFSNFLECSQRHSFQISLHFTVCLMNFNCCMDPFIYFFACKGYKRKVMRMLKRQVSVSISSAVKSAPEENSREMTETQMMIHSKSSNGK
MPTP inh – mitochondrial permeability transition pore inhibitors, primary screen, biochemical, isolated mouse mitochondria, absorbance; AID 602449, 2012; inhibition, % at 10 µM; Ca2+ swelling absorbance, 30 min; 360,000 tested, 1.4% active;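 active = inhibition of 50% or more, scaled per plate between neutral and stimulator controls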;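 note: 0% = DMSO wells given calcium and 100% = 1 mM EGTA wells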
Gli-Sufu antag – Gli-Sufu pathway antagonists, primary screen, luciferase luminescence, Sufu-KO-LIGHT cells, uHTS; inhibition, % at 5 µM; Sufu-KO-LIGHT fibroblasts, Gli luciferase reporter luminescence; 340,000 tested, 0.74% active; AID 588413, 2011;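 active = inhibition above about 55%, limit read from the data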;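 note: 0% = DMSO-treated cells and 100% = wells with medium but no cells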
CXCR6 block – CXCR6 receptor inhibitors, primary screen, cell-based, beta-arrestin, luminescence, CHO-K1 PathHunter, 1536-well | inhibition, % at 20 µM | 360,000 tested, 0.36% active; in the data active = inhibition above about 34%, passing the limit was not always enough;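 note: antagonist mode with CXCL16 agonist at 10 nM final; 0% = 10 nM CXCL16 with DMSO and 100% = unstimulated wells without agonist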
APOBEC3A inh – APOBEC3A ssDNA deaminase inhibitors, primary screen, selectivity assay for APOBEC3G inhibitor project, biochemical, FAM/TAMRA oligo cleavage fluorescence; recombinant A3A, FAM/TAMRA ssDNA deamination fluorescence; inhibition, % at 20 µM; 330,000 tested, 0.41% active;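 active = at least 40% inhibition at 20 µM here, with at most 30% in a related deaminase screen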;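 note: plate controls were A3A with DMSO for no effect and wells lacking A3A enzyme for full effect; some results filed as inactive read as strong as hits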
Target sequence (P31941 whole entry, looked up): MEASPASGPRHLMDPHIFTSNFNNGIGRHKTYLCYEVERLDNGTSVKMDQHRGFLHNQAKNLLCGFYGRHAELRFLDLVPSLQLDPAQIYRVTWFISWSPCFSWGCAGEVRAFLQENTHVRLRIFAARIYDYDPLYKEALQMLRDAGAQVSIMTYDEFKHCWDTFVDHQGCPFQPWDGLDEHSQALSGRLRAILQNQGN
Numbers without * were called inactive; / = not tested or not shown.

The line under a structure holds: GRIN3A LBD mod	APOBEC3G inh	CCR6 antagonist	EBI2 block	MPTP inh	Gli-Sufu antag	CXCR6 block	APOBEC3A inh
- CC(=O)Nc1ccc(OCC(O)Cn2c(C(C)C)nc3ccccc32)cc1 (centres undefined)
 : -1.0	-7.3	8.0	-6.0	-2.8	11.0	-2.5	5.4
- Cc1ccc(C)c2[nH]c(=O)c(CCNC(=O)CCc3ccccc3)cc12
 : 0.6	-5.6	3.0	15.8	-2.0	-3.4	-3.9	-1.5
- Cc1c(Cl)cccc1NC(=O)CNc1cccc(C(F)(F)F)c1
 : -8.8	-7.2	-16.0	-0.2	7.0	-16.5	13.2	-1.5
- CC1CCCCN1CCNC(=O)CN1C(=O)CSc2ccc(S(=O)(=O)N3CCCCC3)cc21 (centres undefined)
 : 2.6	-6.5	-12.6	-9.1	-2.6	7.8	6.9	-2.1
- O=C(/C=C/c1ccccc1)NCCS(=O)(=O)N1CCN(c2ccccc2F)CC1
 : 0.4	-9.5	15.2	30.9	-0.6	-0.2	-0.6	-2.1
- O=C(CCCOc1ccc(Cl)cc1Cl)N1CCCc2ccccc21
 : 0.9	-6.0	4.1	5.2	0.4	-2.2	8.2	-21.8
- COC(=O)c1ccccc1NC(=O)c1onc(C)c1Cl
 : 0.9	-10.2	-0.3	-4.3	-0.4	-2.2	3.8	-3.8
- NS(=O)(=O)c1cc(C(=O)N=Nc2c(O)[nH]c3ccccc23)ccc1Cl
 : -2.6	-7.5	14.6	8.5	0.7	-0.2	10.8	0.4
- Cc1cc(C)cc(NC2=C(N)C(=O)c3ccccc3C2=O)c1
 : 0.0	-3.1	12.1	12.2	1.3	-29.7	-1.0	-2.6
- CCCOC1CCCN(C(=O)c2ccc(OC)c(OC3CCN(C(C)C)CC3)c2)C1 (centres undefined)
 : 0.4	0.2	-5.7	-2.3	-0.8	4.2	10.4	3.1
- CCCc1cc2c(c(NC(C)=O)n1)c(=O)oc1ccccc12
 : -1.1	/	4.4	-8.2	1.9	-18.7	-3.6	/
- COC(=O)c1cc(NC(=O)c2cc(-c3ccc(OC)cc3)oc2C(F)(F)F)ccc1N1CCOCC1
 : 5.1	-2.4	9.2	11.3	33.5	-4.3	7.3	-1.5
- O=C(Nc1ccccc1Br)C1CCC(=O)N1Cc1ccccc1Cl (centres undefined)
 : -1.2	-8.5	3.8	-9.7	65.5*	4.1	1.4	-2.9
- CC(=O)c1cc2c(cc1NS(=O)(=O)c1cccc(C(=O)O)c1)OCO2
 : 0.5	-7.6	16.4	1.1	0.2	1.7	-2.5	-0.7
- COc1ccc(/C=N/n2c(-c3n[nH]c4c3CCC4)n[nH]c2=S)c(OC)c1OC
 : 0.3	48.8*	-3.9	10.6	1.5	4.0	4.6	-5.3
- Cn1cc(Br)c(-c2cccc(N3C(=O)CC(C)(C)CC3=O)c2)n1
 : -2.3	-1.9	2.6	-5.7	1.2	1.8	7.3	-0.1
- CCC(=O)NC(=S)Nc1c(C)cc(Br)cc1C
 : -2.2	-1.5	0.7	-23.9	-1.2	-2.3	10.9	-0.7
- COc1ccc(CNC(=O)CN(C)Cc2ccccc2F)cc1OC
 : -3.1	-8.9	12.8	6.5	0.0	-6.7	4.7	-4.2
- O=C(NCc1ccc(N2CCCC2=O)cc1)c1cn(Cc2ccccc2)nn1
 : 1.4	-0.5	17.5	-5.6	-2.2	1.1	-1.8	5.1
- O=S1(=O)N=C(N/N=C/c2cccs2)c2ccccc21
 : -1.5	-3.5	19.8	-1.6	-0.8	4.5	-0.8	1.6
- COC(=O)C1(C)NC(c2ccc(OC)cc2)C2C(=O)N(c3ccccc3)C(=O)C21 (centres undefined)
 : 3.2	-6.3	-3.5	-7.1	1.0	29.9	-3.5	-0.9
- O=C(COC(=O)CCNS(=O)(=O)c1ccc(Cl)cc1)Nc1ccccc1OC(F)F
 : 0.4	-5.6	-4.4	-1.9	-2.0	2.5	-1.5	-5.9
- CCOC(=O)c1cnc(-c2ccccc2)nc1N1CC(C)OC(C)C1 (centres undefined)
 : -2.1	-7.0	-1.0	4.0	-1.8	-0.7	1.6	-2.3
- O=C(Oc1ccccc1Cl)c1ccc(-n2cncn2)nc1
 : -0.8	-8.6	-0.3	11.2	0.9	2.6	3.7	-4.6
- Cc1cccc(N2CCN(S(=O)(=O)c3cn(C)cn3)CC2)c1C
 : 0.3	3.3	15.3	1.6	1.4	3.7	-2.1	1.9
- COc1cccc(CN(C)CC(=O)NC(=O)NCc2ccccc2)c1
 : -6.3	-2.6	7.3	0.4	-1.4	3.3	-0.8	1.3
- COc1ccc(CCN(Cc2cccs2)S(=O)(=O)c2ccc(C(=O)O)cc2)cc1OC
 : -2.2	-4.9	6.7	1.5	4.1	33.2	2.3	-6.9
- O=C(CSc1nnc(-c2cccc(S(=O)(=O)N3CCCCC3)c2)o1)c1ccc[nH]1
 : 0.6	0.6	3.5	-9.5	-1.3	-0.1	10.4	0.3
- COc1ccc(/C=N/OCC(=O)OCC(=O)N(C)c2ccccc2)cc1
 : 0.7	-10.6	10.5	12.8	-0.1	-3.7	-1.6	1.5
- COc1ccc(N2CCN(C(=S)Nc3ccc(OC)cc3OC)CC2)cc1
 : -0.9	-4.0	16.8	-5.5	0.8	/	3.4	-7.8
- Oc1ccc(O)c(-c2cnns2)c1
 : -8.7	/	14.2	1.0	-0.8	11.7	0.5	/
- CCc1c(O)cc(=O)n(-c2ccccc2)c1-c1ccccc1
 : -4.2	12.2	-1.4	-6.8	3.6	2.1	-1.9	9.7
- CC(=O)c1ccc(S(=O)(=O)N2CCNCC2)cc1
 : 0.1	-3.7	9.6	-19.5	0.4	2.6	-3.7	0.1
- COc1ccc(/C=C(\NC(=O)c2ccccc2Cl)C(=O)NCCCC(=O)O)cc1
 : 0.2	-6.2	10.3	2.8	-1.3	-5.0	-5.6	1.9
- CCCCN(CC)CCNS(=O)(=O)c1ccc2c(c1)oc(=O)n2C
 : -1.0	-0.8	9.8	0.5	-2.4	6.0	-6.9	2.9
- CSc1ccc(NC(=O)/C=C/C(=O)O)cc1
 : 2.1	-4.0	11.6	9.1	1.9	2.6	1.8	-3.2
- Cc1ccc(S(=O)(=O)N2CCN(C(=O)c3ccc4c(c3)OCO4)CC2)cc1
 : 0.5	-7.7	17.8	3.2	0.9	0.5	-7.3	-5.5
- CCCN(CC(=O)Nc1ccc(Cl)cc1Cl)C(=O)/C=C/c1ccco1
 : -0.6	-5.7	12.6	0.4	-1.2	-8.0	1.9	-4.5
- Cc1cc(OCC(=O)Nc2ncn[nH]2)ccc1Cl
 : 1.4	-1.3	-6.2	-10.3	0.8	2.4	-4.9	-1.1
- O=C(c1ccc[nH]1)N1O[C@@H]2C=C[C@H]1C2
 : -2.0	-5.2	9.4	-4.0	-1.5	6.8	0.9	-3.1
- O=C1C2C3C=CC(C3)C2C(=O)N1CC1CCCO1 (centres undefined)
 : 3.0	-12.6	-5.5	5.6	0.9	-1.0	5.7	-2.5
- CC(C)c1cc(C(=O)N2CCCC(Nc3ccc(F)c(F)c3)C2)nc(N)n1 (centres undefined)
 : 0.2	-2.3	13.7	3.2	-0.3	-5.3	-15.1	3.0
- Cc1ccc(Cl)cc1N1CCN(S(=O)(=O)c2cc3c(cc2C)NC(=O)CO3)CC1
 : 1.4	-7.8	10.5	4.8	2.7	0.6	0.2	-1.3
- CCN(CC)c1nc(-c2ccccn2)nc(-c2ccccc2)c1C#N
 : -2.3	-5.6	15.0	-18.0	-0.1	62.9*	14.3	-0.6
- Cc1cc(C)nc(SC2CC(=O)N(c3ccc(Cl)cc3)C2=O)n1 (centres undefined)
 : -1.2	-0.8	-14.5	-8.2	-0.7	-22.7	-22.7	0.1
- O=C(Oc1c(-c2ccccc2)c(=O)n2c3c(cccc13)CC2)c1cccc([N+](=O)[O-])c1
 : 2.9	-5.7	8.2	-8.1	7.8	-4.4	7.2	-4.5
- CCN(CC)P(=O)(Nc1ccc(C)cc1Br)c1ccc(N(C)C)cc1NC(=O)c1ccco1 (centres undefined)
 : -4.6	-4.8	29.3	0.6	-0.6	13.1	9.3	-2.5
- CCOC(=O)C1CCN(C(=S)Nc2ccccc2)CC1
 : -2.3	-7.5	6.2	-13.0	0.6	35.7	0.9	-3.6
- COc1cc(CNCc2cccs2)ccc1OCc1ccccc1
 : -2.6	-4.0	-11.8	-23.6	2.2	-19.1	-12.7	-4.3
- COc1cccc(/C=N/NC(=O)CC(=O)NCCc2ccccc2)c1OC
 : -1.7	-8.6	-2.5	0.0	0.2	-0.8	2.9	-0.8
- O=C(Nc1ccc(Br)cc1Cl)c1ccc(OCC2CCCO2)cc1 (centres undefined)
 : 1.8	-5.5	12.8	6.2	1.2	-11.0	5.5	-1.7
- CCn1c(SCC(=O)NCC2CCCO2)nc2c([nH]c3ccccc32)c1=O (centres undefined)
 : 1.1	-0.4	6.9	-16.2	-0.4	9.5	0.0	-1.3
- Cc1ccccc1S(=O)(=O)Nc1ncnc2sccc12
 : -2.3	-1.6	7.4	-1.4	0.2	-11.4	2.4	0.4
- O=C(Nc1ccc(NC(=S)NC(=O)c2cccs2)cc1)c1ccccc1
 : 26.0*	-1.4	3.5	-1.1	0.6	-35.0	11.4	0.2
- Cc1ccc(OC(=O)c2oc3ccc(F)cc3c2C)c(C)c1
 : 0.3	-1.0	23.1	7.1	-1.0	-10.6	0.0	-4.3
- O=C(Nc1nnc(C2CCCCC2)s1)C1CC(=O)N(c2ccc(F)cc2)C1 (centres undefined)
 : -0.3	-6.5	14.1	0.4	-1.4	-8.7	-6.3	-3.2
- CCOc1ccccc1OCCOc1ccccc1CC
 : 3.0	-0.5	28.3	18.4	0.1	10.5	-0.6	-0.1
- Cc1ccc(C(=O)NC(Cc2c[nH]c3ccccc23)C(=O)O)o1 (centres undefined)
 : -0.5	-9.4	12.2	-4.8	3.0	/	13.5	-8.8
- CCSc1nc(=S)cc(C)[nH]1
 : 10.3*	/	-1.8	9.7	-0.5	5.8	-7.7	/
- Cc1ccc(S(=O)(=O)Nc2cccc(C(=O)NCCCn3ccnc3)c2)cc1F
 : 1.1	-9.7	6.8	-6.2	0.1	-4.1	-0.3	-2.8

Next section
The line under a structure holds: GRIN3A LBD mod	APOBEC3G inh	CCR6 antagonist	EBI2 block	MPTP inh	Gli-Sufu antag	CXCR6 block	APOBEC3A inh
- Cc1ccc(CNC(=O)c2cccnc2Cl)cc1
 : 0.2	-2.8	11.0	4.4	0.1	-1.4	-4.3	-0.7
- CC(C)(C)c1ccc(C(=O)N/C(=C\c2ccco2)C(=O)O)cc1
 : -0.8	0.0	6.0	7.9	2.7	1.2	4.4	5.9
- CCCn1nc(C(=O)OCC(=O)c2ccccc2)c2ccccc2c1=O
 : -1.2	-5.3	12.4	0.6	2.4	-2.0	3.8	-2.5
- COc1ccc(S(=O)(=O)N2CCC(C(=O)N3CCN(C)CC3)CC2)cc1OC
 : 2.4	-12.9	4.7	5.1	-1.8	3.8	-1.8	-4.5
- CC1=C(C(=O)Nc2ccccc2)C(c2ccco2)n2ncnc2N1 (centres undefined)
 : -0.1	-5.9	-4.9	-6.5	-0.8	3.2	-6.9	-3.4
- O=C1C=C(c2ccoc2)N2CCC[C@H]2C1
 : -1.2	-5.1	8.1	-3.6	-0.2	-1.1	-7.2	0.3
- COc1ccc(C(=O)Nc2cccc(S(=O)(=O)N3CCCC3)c2)cc1S(=O)(=O)N1CCOCC1
 : 2.0	20.7	8.5	4.7	-0.8	2.8	0.8	2.6

Source: PubChem (Sanford-Burnham Center for Chemical Genomics)
